Screening data: PubChem, several laboratories
NPY Y1 blocker – NPY-Y1 receptor antagonists, primary screen, cell-based. Neuropeptide Y receptor type 1 (Homo sapiens), P25929. HEK293-CNG Y1 cells, membrane potential fluorescence; NPY at EC95, then isoproterenol. inhibition, % at 3.6 µM. hit rate 1% among 200,000;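 active = inhibition above the campaign mean inhibition of all tested compounds plus 3 SD, cut at about 20% in these data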;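 also: 0% = DMSO wells given NPY plus isoproterenol and 100% = isoproterenol alone without NPY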
Target sequence (P25929 whole entry, looked up): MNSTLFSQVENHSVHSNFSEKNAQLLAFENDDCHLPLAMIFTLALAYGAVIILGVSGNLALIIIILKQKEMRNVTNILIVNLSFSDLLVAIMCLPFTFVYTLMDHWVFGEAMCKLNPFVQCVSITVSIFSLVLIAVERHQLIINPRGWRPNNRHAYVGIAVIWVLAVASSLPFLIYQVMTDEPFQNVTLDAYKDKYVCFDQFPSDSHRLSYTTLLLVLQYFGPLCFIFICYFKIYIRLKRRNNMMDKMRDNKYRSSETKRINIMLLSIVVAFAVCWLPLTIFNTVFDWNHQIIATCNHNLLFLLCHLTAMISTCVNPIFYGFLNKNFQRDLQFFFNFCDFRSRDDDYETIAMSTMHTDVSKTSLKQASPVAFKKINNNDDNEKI
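material = HEK293 cells with Y1 receptor plus CNG channel | also added = NPY 25 nM then isoproterenol 1 µM plus Ro 20-1724 25 µM | schedule = dye 3 h, compound 60 min room temperature, stimulation 45 min | measured by = membrane potential fluorescence | benchmarks = high control isoproterenol alone, low control NPY with isoproterenol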
p97 inhibitor – inhibitors of human p97 ATPase, primary screen, biochemical | Transitional endoplasmic reticulum ATPase (Homo sapiens), P55072 | recombinant p97 ATPase, Kinase-Glo ATP luminescence, 3 h | inhibition, % at 8 µM | hit rate 0.42% among 220,000 | AID 1481, 2009; in the data active = inhibition above about 15%;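 also: 0% = DMSO vehicle and 100% = wells lacking enzyme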
NPY2 pot ag – NPY-Y2 potentiators or agonists, primary screen, cell-based | Neuropeptide Y receptor type 2 (Homo sapiens), P49146 | cells expressing NPY-Y2, potentiator/agonist read-out | hit rate 0.45% among 220,000 | activation, % at 3.6 µM; in the data active = activation above about 27%;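 also: cells stimulated with NPY near EC25 plus isoproterenol at EC100; 0% = vehicle plus submaximal agonist and 100% = vehicle plus saturating agonist; some results beyond the cut were filed as inactive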
NPY-Y1 PAM-ag – NPY-Y1 receptor potentiators or agonists, primary screen, cell-based; Neuropeptide Y receptor type 1 (Homo sapiens), P25929; NPY-Y1 expressing cells, potentiator/agonist activation; activation, % at 3.6 µM; hit rate 0.37% among 220,000; AID 1304, 2008; in the data active = activation above about 33%, passing the limit was not always enough;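 also: cells stimulated with NPY at EC10 then isoproterenol at EC100; 0% = low agonist plus stimulus and 100% = saturating agonist plus stimulus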
PGE2 EP2 inh – human EP2 receptor antagonists, primary screen, TR-FRET cAMP, C6 glioma cells. Prostaglandin E2 receptor EP2 subtype (Homo sapiens), P43116. C6 glioma cells expressing human EP2; cells stimulated with saturating PGE2. inhibition, % at 25 µM. hit rate 0.52% among 260,000. AID 1422, 2008;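 active = percent inhibition above 40 after rounding to a whole number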;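 also: rat C6 glioma host cells with rolipram phosphodiesterase inhibitor present; the protocol text gives 20 µM as final concentration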
eIF4E 4G PPI – eIF4E–eIF4G protein interaction inhibitors, primary screen, biochemical, uHTS, TR-FRET, eIF4GI fragment; hit rate 0.37% among 220,000; Eukaryotic translation initiation factor 4E (Mus musculus) + Eukaryotic translation …; inhibition, % at 21.7 µM; TR-FRET eIF4E-eIF4GI(517-606) binding, 2 h;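 active = inhibition above about 30%, limit read from the data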;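 also: 0% = full FRET control wells and 100% = background wells lacking eIF4GI fragment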
S1P4 antag – S1P4 receptor antagonists, primary screen, cell-based; Sphingosine 1-phosphate receptor 4 (Homo sapiens), O95977; S1P4-expressing cells, antagonist mode, reporter read-out; inhibition, % at 4.98 µM; hit rate 0.26% among 220,000; AID 1510, 2009; in the data active = inhibition above about 29%;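 also: 0% = wells stimulated with agonist and 100% = vehicle wells without agonist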
Target sequence (O95977 whole entry, looked up): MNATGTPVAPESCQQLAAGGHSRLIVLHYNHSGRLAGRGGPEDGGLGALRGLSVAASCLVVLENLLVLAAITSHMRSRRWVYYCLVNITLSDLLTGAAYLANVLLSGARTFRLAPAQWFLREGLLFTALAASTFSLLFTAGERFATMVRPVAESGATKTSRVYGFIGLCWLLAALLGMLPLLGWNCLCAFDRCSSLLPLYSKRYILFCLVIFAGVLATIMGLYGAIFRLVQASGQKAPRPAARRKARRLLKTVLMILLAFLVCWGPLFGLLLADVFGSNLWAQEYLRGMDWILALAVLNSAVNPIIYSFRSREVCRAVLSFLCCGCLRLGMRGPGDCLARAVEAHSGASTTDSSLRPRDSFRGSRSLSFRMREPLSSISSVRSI
EP2 modulator – EP2 receptor modulators, cAMP readout, primary screen, cell-based, HTRF cAMP, PGE2 stimulation; Prostaglandin E2 receptor EP2 subtype (Homo sapiens), P43116; EP2-expressing cells, cAMP HTRF FRET, PGE2 co-stimulation; induction, % at 25 µM; hit rate 0.83% among 260,000; AID 940, 2007;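 active = compounds whose cAMP rise, as percent of the full-agonist control response, exceeds 60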;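 also: rat C6 glioma line stably carrying human EP2 under a CMV promoter; the protocol text gives 20 µM as final concentration; 100% = response of wells given 1 µM PGE2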
S1P4 ag – S1P4 receptor agonists, primary screen, cell-based | Sphingosine 1-phosphate receptor 4 (Homo sapiens), O95977 | S1P4-expressing cell line, agonist reporter assay | activation, % at 4.98 µM | hit rate 0.35% among 220,000; in the data active = activation above about 11%;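 also: 0% = DMSO vehicle and 100% = reference agonist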
The depositor's hits bear a star; . = no result given; & = joins results of further samples; [ ] = remark or other dose.

mol	NPY Y1 blocker	p97 inhibitor	NPY2 pot ag	NPY-Y1 PAM-ag	PGE2 EP2 inh	eIF4E 4G PPI	S1P4 antag	EP2 modulator	S1P4 ag
COc1ccc(C2C(C(=O)c3ccccc3)N3c4ccccc4C=CC3C2[N+](=O)[O-])cc1 (stereo not given)	-2	4	4	14	4	4	-6	19	0.4
COc1cccc2sc(NNC(=O)C3=COCCO3)nc12	-4	2	-16	18	2	0	-11	-4	2.0
CC(C)CCN(CCC(C)C)CC(O)Cn1c2ccccc2c(=O)c2ccccc21 (stereo not given)	.	3	-12	-31	12	-4	-5	0	3.9
C1=C(CCNc2ncnc3nc[nH]c23)CCCC1	-3	3	18	14	16	7[fluorescence artefact?]	-7	-8	-0.6
CC1(C)Cc2c(c(-c3ccccc3)nc3sc4c(=O)[nH]c(=S)[nH]c4c23)CO1	.	6	25	3	2	-2	4	32	-0.2
CN(C)[C@H]1N(C(=O)c2ccc(Br)cc2)N=C2c3ccccc3S(=O)(=O)N21	1	3	-6	-12	5	2[fluorescence artefact?]	-11	4	1.0
O=C(Nc1cccc(Cl)c1)N1CCC(CO)(CCOc2ccccc2)CC1	6	2	-6	-23	3	0	-7	-44	0.5
Cn1c(Cl)c(/C=N/OC(=O)c2cccc(Cl)c2)c2ccccc21	1	0	-20	-11	18	2	-5	12	1.6
COc1ccccc1NC(=S)N1CCN(C(=O)c2ccco2)CC1	-6	3	2	-9	10	3	-11	-1	-3.5
CNC(=S)Nc1ccccc1-c1ccccc1	-2	3	3	-5	8	15[fluorescence artefact?]	-6	31	-0.9
COc1ccc(S(=O)CC(=O)Nc2ccccc2Cl)cc1 (stereo not given)	1	1	3	13	3	1	-17	11	1.2
Cc1sc(NC(=O)Cc2ccc3c(c2)OCO3)nc1-c1ccc2c(c1)CCN2C(=O)c1ccccc1F	5	3	-4	-13	4	-1[fluorescence artefact?]	2	-3	-0.1
O=C(C1CC(=O)N(C2CCCC2)C1)N1CCN(c2ccccc2F)CC1 (stereo not given)	4	-4	1	4	10	-5	-17	-33	-0.8
COc1ccccc1CC(=O)Nc1ccc(O)cc1C(=O)O	6	-2	-6	-21	5	-8[fluorescence artefact?]	4	25	0.8
O=C(c1cccc(S(=O)(=O)NCc2ccccc2)c1)N1CCCC1	0	3	-4	-24	6	1	-4	15	2.6
FC(F)(F)c1cccc(-c2nnc(-c3ccccc3)c(N3CCOCC3)n2)c1	5	0	-23	-6	6	-1[fluorescence artefact?]	-20	38	-1.9
S=C(NCCN1CCOCC1)Nc1ccc(Br)cc1	0	1	-4	-6	8	4	-9	15	-1.0
COc1ccc(C2N3CC4(C)CN2CC(C)(C3)C4=O)cc1OC (stereo not given)	0	4	1	2	7	3[fluorescence artefact?]	-8	24	-1.3
CCOc1ccc(CNC(=S)N/N=C/c2ccncc2)cc1	0	0	-3	-4	3	0	-14	-84	-1.2
CC(=O)Nc1ccc(S(=O)(=O)N2CCN(CC(O)COc3ccc4ccccc4c3)CC2)cc1 (stereo not given)	-4	1	14	3	6	3	5	-35	-1.1
COc1cc(/C=C2/C(=O)NN(c3cccc(F)c3)C2=O)ccc1OC(=O)c1ccco1	-3	4	6	13	20	9	3	-78	-0.1
COc1ccc(CN(C(=O)CN2C(=O)C(C)Oc3ccccc32)C2CCCC2)c(OC)c1 (stereo not given)	5	0	-16	-13	1&6	7	-10	47&19	2.6
COc1ccc(Nc2ccc(S(=O)(=O)N3CCCCCC3)cc2[N+](=O)[O-])cc1	-4	4	3	-1	0	2[fluorescence artefact?]	-23	-86	2.7
CC1=CC(C)(C)NC(=S)N1NC(=O)c1ccccc1Cl	.	2	-8	0	6	-6	-3	1	0.4
CCOC(=O)N1CCN(c2cc(C)nc3nc(C)nn23)CC1	-4	-4	1	-5	6	-1	-5	48	-1.1
O=C(O)CCN1C(=O)c2ccc(Oc3ccc4c(c3)C(=O)N(CCC(=O)O)C4=O)cc2C1=O	2	2	-8	0	2	3[fluorescence artefact?]	4	9	1.0
O=C(N/N=C/c1ccc(N2CCOCC2)cc1)C1CC1	-1	3	2	10	5	-7	0	-1	-1.5
CC(=O)Nc1c(O)nc(SCC(=O)Nc2c(C)cccc2C)[nH]c1=O	1	5	7	0	9	-5	3	16	1.5
O=C(c1cnn(C(=O)c2cccc(S(=O)(=O)N3CCOCC3)c2)c1)c1cc(Cl)cc(Cl)c1O	.	-3	-18	-24	15	1	-10	-11	-0.5
CCc1ccc(/C=N/NC(=O)C(=O)NCCCN2CCOCC2)cc1	-1	-1	5	14	5	4	-16	12	0.6

Sorted by formula weight (rising): 6 of the compounds above.
mol	NPY Y1 blocker	p97 inhibitor	NPY2 pot ag	NPY-Y1 PAM-ag	PGE2 EP2 inh	eIF4E 4G PPI	S1P4 antag	EP2 modulator	S1P4 ag
CNC(=S)Nc1ccccc1-c1ccccc1	-2	3	3	-5	8	15[fluorescence artefact?]	-6	31	-0.9
CCOC(=O)N1CCN(c2cc(C)nc3nc(C)nn23)CC1	-4	-4	1	-5	6	-1	-5	48	-1.1
COc1ccc(C2N3CC4(C)CN2CC(C)(C3)C4=O)cc1OC (stereo not given)	0	4	1	2	7	3[fluorescence artefact?]	-8	24	-1.3
COc1ccc(S(=O)CC(=O)Nc2ccccc2Cl)cc1 (stereo not given)	1	1	3	13	3	1	-17	11	1.2
CC1(C)Cc2c(c(-c3ccccc3)nc3sc4c(=O)[nH]c(=S)[nH]c4c23)CO1	.	6	25	3	2	-2	4	32	-0.2
COc1ccc(CN(C(=O)CN2C(=O)C(C)Oc3ccccc32)C2CCCC2)c(OC)c1 (stereo not given)	5	0	-16	-13	1&6	7	-10	47&19	2.6

(cont.)
mol	NPY Y1 blocker	p97 inhibitor	NPY2 pot ag	NPY-Y1 PAM-ag	PGE2 EP2 inh	eIF4E 4G PPI	S1P4 antag	EP2 modulator	S1P4 ag
CCC(=O)N1CCN(c2ccc(NC(=O)c3ccc4c(c3)OCCO4)cc2)CC1	0	0	-9	-19	3	2	-23	-3	1.4
Cc1ccc(NC(=O)CS(=O)CC(=O)Nc2cccc(C)c2C)cc1F (stereo not given)	5	4	0	-11	5	4	-10	26	2.9
CSc1ccccc1NC(=O)CN(c1ccccc1Br)S(C)(=O)=O	9	5	5	2	8	-1[fluorescence artefact?]	-11	27	-0.1
O=C(Nc1ccc(Cl)cc1Cl)c1ccc(-c2ccccc2)cc1	6	-7	0	-31	3	-1	-8	1	0.6
CC(C)(C)C1=Nn2c(nnc2-c2ccccn2)SC1	-5	5	19	17	1	51*	0	-16	1.3
Cc1ccc(CN(C#N)c2nc(C)cc(C)n2)cc1	-2	-4	-4	-10	9	0	-4	10	-0.2
N#Cc1ccc(C(=O)Nc2cccc3ncccc23)c(F)c1	-1	2	-9	-5	2	7	-23	9	2.2
O=C(NCCc1ccncc1)Nc1ccc(F)cc1	.	11	-12	18	6	3	5	13	-0.6
O=C(Nc1ccccc1)NC1(C(=O)NCc2cccs2)CCCCC1	2	3	-6	9	9	-12	-9	22	-2.4
CCOc1ccc(Oc2c(/C=N/NC(N)=O)c(C)nn2-c2ccccc2)cc1	14	-9	-19	-49	15	6	-7	32	-1.9
NC(=NC(=O)c1ccc(OC(F)(F)F)cc1)c1ccc(C(F)(F)F)cn1	.	1	-2	-15	7	0	5	14	-0.9
CCOC(=O)N1CCN(C(=O)C2c3cc(OC)c(OC)cc3C(=O)N3CCc4ccccc4C23)CC1 (stereo not given)	3	0	-21	0	14	-7	-30	6	-1.1
O=C(O)/C(=C\c1cn(-c2ccccc2)nc1-c1ccc(Cl)cc1)NC(=O)c1ccccc1	.	-1	-6	-4	-1	-7	-11	7	-0.4
Cc1ccc(-n2c(C)cc(C3N=C(N)Nc4nc5ccccc5n43)c2C)c(C)c1 (stereo not given)	3	10	-15	-32	9	-53	4	29	0.0
O=C(NCCN1CCOCC1)C(=O)NCC1OCCN1C(=O)c1ccc(Cl)cc1 (stereo not given)	-4	-5	3	-21	7	-7	12	6	0.1
COCCCNc1nc2c(-c3ccc(Cl)cc3)nnn2c2ccccc12	13	0	3	-21	18	1	-5	60	1.7
COc1ccccc1NC(=O)Cn1nnc2sc3c(c2c1=O)CC(C)(C)OC3	.	3	-4	-3	6	3	-14	-11	-0.1
CC1CC(C)CN(C(=O)COC(=O)CNS(=O)(=O)/C=C/c2ccccc2)C1 (stereo not given)	-1	4	17	17	3	-6	1	8	-0.2
CCOC(=O)N/N=C/c1ccc(N(CC)CC)cc1O	0	4	3	1	8	-1	-8	9	4.9

Random excerpt: two records from the list
mol	NPY Y1 blocker	p97 inhibitor	NPY2 pot ag	NPY-Y1 PAM-ag	PGE2 EP2 inh	eIF4E 4G PPI	S1P4 antag	EP2 modulator	S1P4 ag
O=C(Nc1ccccc1)NC1(C(=O)NCc2cccs2)CCCCC1	2	3	-6	9	9	-12	-9	22	-2.4
Cc1ccc(NC(=O)CS(=O)CC(=O)Nc2cccc(C)c2C)cc1F (stereo not given)	5	4	0	-11	5	4	-10	26	2.9

Only part of the results is shown; rates above refer to the full screens.
